TNAP inh hiacc: inhibitors of human TNAP at high phosphate acceptor concentration; inhibition, % at 20 µM; 0.03% of 200,000 active; purified TNAP, CDP-star luminescence, 1 M DEA; AID 1135; P05186;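 active means over 50% inhibition of tissue-nonspecific alkaline phosphatase at 20 µM in the single-dose screen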;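 further: plate controls were DMSO wells for no effect and EDTA-quenched wells as full inhibition for full effect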
TNAP inh no acc: TNAP (human) inhibition, acceptor-free conditions; purified TNAP, CDP-star luminescence, 30 min; inhibition, % at 20 µM; 0.26% of 200,000 active; AID 1012;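 active means tissue-nonspecific alkaline phosphatase inhibition above about 50% at 20 µM in the single-dose screen, limit read from the data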;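 further: 0% = DMSO negative control and 100% = EDTA positive control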
TNAP act hi DEA: activators of human TNAP at high phosphate acceptor concentration | P05186 | activation factor at 20 µM | purified TNAP, CDP-star luminescence, 1 M DEA, 30 min; active compounds read high; 0 = EDTA background, 1 = DMSO-only activity | 200,000 tested, under 10 active;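 active means activation factor at least 2 at 20 µM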
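system = human TNAP | amount = enzyme diluted 1/800 final | reagent = 100 µM CDP-star substrate | signal = luminescent substrate turnover signal | dosing = one dose, 20 µM | benchmarks = EDTA negative control, DMSO positive control | measure = activation factor | timing = 30 min reaction, room temperature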
FLuc inhib CS: inhibits firefly luciferase, flagging false hits in luciferase inhibition screens; ATPLite firefly luciferase biochemical luminescence, 10 min; inhibition, % at 10 µM; P08659; 1.5% of 200,000 active;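 active means inhibition above about 50% when tested at 10 µM, limit read from the data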
Target sequence (P08659 whole entry, looked up): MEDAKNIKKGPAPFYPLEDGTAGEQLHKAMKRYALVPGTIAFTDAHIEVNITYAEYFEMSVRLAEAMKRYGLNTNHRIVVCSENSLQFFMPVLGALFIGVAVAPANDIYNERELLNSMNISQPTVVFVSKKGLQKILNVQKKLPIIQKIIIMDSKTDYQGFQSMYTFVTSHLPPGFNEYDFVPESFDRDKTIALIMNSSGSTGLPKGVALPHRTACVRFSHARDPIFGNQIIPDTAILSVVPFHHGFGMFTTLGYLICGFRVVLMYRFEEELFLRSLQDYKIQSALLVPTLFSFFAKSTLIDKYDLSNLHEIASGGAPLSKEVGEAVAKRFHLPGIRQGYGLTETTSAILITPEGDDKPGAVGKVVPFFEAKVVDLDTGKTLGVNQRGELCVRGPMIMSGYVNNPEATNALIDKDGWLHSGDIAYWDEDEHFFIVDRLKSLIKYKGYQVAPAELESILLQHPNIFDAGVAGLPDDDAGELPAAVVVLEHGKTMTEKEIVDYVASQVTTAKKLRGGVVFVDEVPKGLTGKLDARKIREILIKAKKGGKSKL
L major viab: inhibitors of Leishmania major promastigote growth. 9% of 200,000 active. AID 1063. inhibition, % at 10 µM. Leishmania major promastigotes, resazurin fluorescence viability; in the data active means inhibition above about 50%;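 further: promastigotes grown with compound for 44 hours at 28 °C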
RAM inhibit: blocks the yeast RAM network; S. cerevisiae dse1pr::URA3 reporter, 5-FOA growth OD615, 2 d; analog-sensitive cbk1-as2 kinase mutant strain; inhibition, % at 50 µM; 1.8% of 190,000 active; AID 868;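 active means inhibition above a set limit, 3 SD over mean compound inhibition, cut at about 8.4% in these data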;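 further: 0% = DMSO-only wells with no growth and 100% = 10 µM 1-NA-PP1 full growth; inhibition rescues growth on 5-FOA so higher OD means more RAM inhibition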
bIAP inh: blocks bovine intestinal alkaline phosphatase activity; purified bovine IAP, CDP-star luminescence, 30 min; inhibition, % at 20 µM; 190,000 tested, under 10 active; AID 1019;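 active means over 50% inhibition of intestinal alkaline phosphatase at 20 µM in the single-dose screen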
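Assay system – bovine IAP enzyme · Quantity – bovine IAP at 1/65,000,000 final dilution · Detection – CDP-star luminescence signal · Times – 30 min reaction at room temperature · Also added – CDP-star substrate at 30 µM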
FLuc stim CS: firefly luciferase counter-screen for stimulation assays | ATPlite luciferase biochemical, luminescence, 10 min; 0 = ATP-free wells, 1 = DMSO control | activation factor at 10 µM | 200,000 tested, under 10 active;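 active means luciferase activation factor, scaled between plate controls, of at least 2 with compound at 10 µM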
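System: luciferase plus luciferin reagent, cell-free; medium: PBS as buffer for the ATP substrate; dosing: test compounds dosed from 2 mM stocks in 100% DMSO; timing: 10 min post-reagent at room temperature; measured by: luminescence measurement of luciferase light output; evaluation: luciferase activation, seen as luminescence increase over controls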
APP 5UTR inh: APP translation inhibition; AID 1285; inhibition, % at 2 µM; 0.82% of 190,000 active; SH-SY5Y APP 5'UTR-luciferase reporter, luminescence;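 active means inhibition above a set limit, derived from the sample mean plus 3 SD, cut at about 45% in these data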; further: values of inactives mirror those of a sister screen read the other way
bIAP activator: increases bovine intestinal alkaline phosphatase activity | AID 1016 | activation factor at 20 µM | 0.17% of 200,000 active | purified bovine IAP, CDP-star luminescence, 30 min; active compounds read high; fold of DMSO-control signal, blank-subtracted;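 active means activation factor of 2 or more at 20 µM, a signal rise over negative controls twice the positive control's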
An asterisk follows results filed as active; / = no result given; & = joins results of further samples.

molecule,bIAP activator,FLuc inhib CS,TNAP inh no acc,L major viab,TNAP act hi DEA,APP 5UTR inh,bIAP inh,TNAP inh hiacc,RAM inhibit,FLuc stim CS
O=C(O)/C=C/c1ccc(-c2cccc(C(F)(F)F)c2)o1,1,-8,2,-2,1,-6,4,-3,3.2,1.1
COc1ccc2[nH]c(CN3CCN(CC(C)C)C(CCO)C3)c(C)c2c1 (stereo not given),1,-2,-11,16,1.1,-10,4,-5,0.5,1
Cc1noc(C)c1C(=O)NC1CCCc2ccccc21 (stereo not given),0.9,-6,-6,0,1,8,8,-1,2.0,1.1
O=C(CCS(=O)(=O)c1cccs1)Nc1ccc(C(=O)NCc2cccs2)cc1,0.7,0,2,-4,1,-9,30,1,0.8,1
CC(C)CNS(=O)(=O)c1ccc(CCC(=O)NCc2cccnc2)cc1,1,-5,8,-1,1,-12,1,-3,0.6,1
COC(=O)c1ccccc1NC(=O)Nc1ccc(C)cn1,0.9,4,-2,-5,1,16,8,-3,1.1,1
O=C(NCCc1ccc(Cl)cc1)Nc1ccc(F)cc1,1.1,-6,-1,-1,1.1,-9,-14,-6,3.3,1.1
Cc1ccc(COc2ccsc2C(=O)NN)cc1,1.1,-1,-14,4,1.1,-30,-15,-5,1.1,1
CCCc1cc(=O)[nH]c(SCC(=O)N(Cc2ccccc2)C(C)C)n1,0.9,-8,-9,-11,1.1,20,10,-8,0.4,1.1
CCOC(=O)N1CCC(=NNc2ccc(S(N)(=O)=O)cc2[N+](=O)[O-])CC1,1,1,12,-7,0.9,-15,3,12,0.8,1
CCCCCCC(=O)N(O)C1CC(=O)N(c2ccc(Br)cc2)C1=O (stereo not given),1,-2,-7,-8,1,-8,-4,-3,2.4,1
COc1cc(C2N(c3cccc(Cl)c3)C(=O)C3CCCN32)cc(OC)c1OC (stereo not given),1,-8,-13,-2,1,-8,0,-1,0.5,1.1
CCCn1c(N)c(C(c2ccc(C(=O)OC)cc2)N2CCN(c3ccccc3)CC2)c(=O)[nH]c1=O (stereo not given),1.4,-1,-24,12,1.1,6,-45,-9,0.1,1
Cc1ccccc1C(=O)NC1CCN(Cc2ccccc2)CC1,1,-3,-6,85*,1,-10,2,-2,2.4,1
N#Cc1ccsc1NC(=O)CN1CCN(Cc2ccccc2)CC1,1.1,-7,1,3,1.1,-6,-5,-5,2.6,1.1
COC(=O)c1cnn(-c2ccc(C)c(C)c2)c1-n1cccc1,1,-3,-9,65*,1,-11,-3,-1,3.4,1
Cc1ccccc1NC(NC(=O)c1cccnc1)C(Cl)(Cl)Cl (stereo not given),0.9,-6,-16,-1,1,4,5,-1,0.4,1.1
Nc1cc(=O)[nH]c(=O)n1Cc1ccccc1,0.6,-2,-6,-4,1,-5,42,0,0.9,1
O=[N+]([O-])c1cccc(/C=N/NC2=NS(=O)(=O)c3ccccc32)c1,1.1,7,-4,-5,1,3,-11,0,3.8,0.9
Cn1ccnc1SCC(=O)Nc1cccc(S(=O)(=O)N2CCCCC2)c1,1,-7,-18,4,1,14,3,-5,1.1,1.1
Cc1ccc(/C=N/Nc2nc3ccccc3s2)o1,1.1,60*,-16,26,1,-167,-12,-2,1.4,0.4
O=C(N/N=C/c1ccc([N+](=O)[O-])o1)c1cc(-c2ccc(-c3ccccc3)cc2)nc2ccccc12,1.1,93*,-8,100*,1,90*,-6,3,3.5,0.1
Cc1cc2ncn(C3CC(=O)N(Cc4ccccc4)C3=O)c2cc1C (stereo not given),0.9,-1,-2,-11,1,-14,6,-4,0.0,1
COc1ccc(NC(=O)C2CCCN(c3nccc(C)n3)C2)cc1 (stereo not given),1,-5,-8,1,1,-9,3,1,0.2,1.1
Cc1ccc(C(C)C)c(OCc2ccc(C(=O)N/N=C/c3ccc(O)c(O)c3)cc2)c1,1.1,4,6,100*,0.9,50*,-14,10,7.5,1

Next results
molecule,bIAP activator,FLuc inhib CS,TNAP inh no acc,L major viab,TNAP act hi DEA,APP 5UTR inh,bIAP inh,TNAP inh hiacc,RAM inhibit,FLuc stim CS
S=c1nc(-c2csc3c2CCCC3)[nH][nH]1,1,-2,-15,13,1,-2,-2,0,0.0,1
Cc1nc(CNC(=O)c2ccccc2OC2CCN(S(C)(=O)=O)CC2)cs1,1,-6,3,-2,1,4,1,1,1.4,1.1
CN(C)C(=O)c1cccn1-c1ncc(C(F)(F)F)cc1Cl,1,-2,-10,2,1,1,-1,0,0.0,1
Cc1onc(-c2ccccc2)c1C(=O)NNC(=S)NC(=O)/C=C/c1ccccc1,1,-1,-24,-1,1.1,-15,3,-5,4.6,1
OC(COCc1ccccc1)Cn1cnc2ccccc21 (stereo not given),0.9,-4,-9,-5,1,-13,8,-2,1.1,1
Cc1nnc(-c2cnn(-c3ccccc3)c2N)n1Cc1ccccc1,1,-4,-7,-3,1,-14,1,-2,-0.8,1
Cc1cccc(COc2ccccc2/C=N/Nc2ccc([N+](=O)[O-])cc2)c1,0.2,-2,8,21,0.9,8,/,12,6.2,1
O=C(Nc1ccccc1Cl)ON=C1c2ccccc2-c2ccccc21,1,-2,-6,9,1,-17,0,-3,-0.4,1
CCCCCCCC(=O)NNC(=O)c1c(O)c2ccccc2n(CCC)c1=O,1.1,-7,-38,-3,1,-17,-6,-3,6.8,1.1
N=C(N)SCc1nc2ccccc2c(=O)n1-c1ccccc1,0.8&1,16&1,-12&-29,6&15,1&1,-34&-20,17&3,4&-1,1.1&2.2,0.8&1
CCO[C@H]1OC(C(=O)Nc2ccccc2)=C[C@@H](C)[C@@H]1CCCO,1,-4,-13,-6,1.1,2,-3,-7,0.4,1
CCCn1c(SCc2ccccc2)nc2c1c(=O)[nH]c(=O)n2C,1,2,-2,1,1,-4,-4,-4,1.9,1
COc1ccc(N(CC(=O)N2CCCC(C)C2)S(=O)(=O)c2c(C)nn(C)c2C)cc1 (stereo not given),0.9,-2,-11,-6,1.1,-11,8,-5,0.6,1
Cc1ccc(C)c(S(=O)(=O)N2CC(=O)Nc3ccccc32)c1,0.9,-4,-8,6,1,-5,14,-1,-1.2,1
COc1ccccc1N1CCN(S(=O)(=O)c2ccccc2F)CC1,1,-2,-8,-1,1,4,1,1,0.7,1
O=C(OC1CCOC1=O)c1cc(-c2cccs2)nc2ccccc12 (stereo not given),1.1,2,-3,-2,1,-22,-11,1,3.8,1
CCNC(=O)Nc1ccc(-n2nc(C)c(C(=O)OCC)c2C)nc1,1.1,-2,0,-2,1,1,-12,0,2.6,1
O=C(CSc1ccc(-c2ccccc2)nn1)c1cccs1,1,11,-4,10,1,-29,3,3,2.4,0.9
COc1ccc(Nc2nc(N)nc(CSc3nncn3C)n2)cc1,1,18,-10,20,1,-29,-1,-3,0.9,0.8
COCCn1c(SCC(=O)Nc2ccccc2OC)nc2c(oc3ccccc32)c1=O,1,-2,2,7,1,-17,1,-2,0.7,1
Cc1nn(C)c(Oc2ccccc2)c1CCNC(=O)CCl,1.2,-6,-8,10,1,0,-21,3,1.0,1.1
CC(=O)c1csc(-c2ccccc2)n1,1,2,5,-4,1,7,-4,-4,1.8,1
COCCCN1CN=C(Nc2nc3ccccc3o2)NC1,1.1,4,-2,-2,1,-35,-5,4,0.6,1
COC(=O)CN1C(=O)N/C(=C/c2ccc(OC)c(C)c2OC)C1=O,1.1,-2,-5,-9,1,22,-6,0,1.1,1
CCOC(=O)c1c(NC=O)sc2c1CCC2,0.8,-4,-7,-6,1,-21,15,-4,1.2,1

Carrying on.
molecule,bIAP activator,FLuc inhib CS,TNAP inh no acc,L major viab,TNAP act hi DEA,APP 5UTR inh,bIAP inh,TNAP inh hiacc,RAM inhibit,FLuc stim CS
Cc1ccc(-c2cccc(OC(=O)c3ccccc3F)c2)cc1,0.9,3,-9,1,1,6,7,-2,15*,1
CN(CCCNC(=O)c1cccc(N2CCCC2=O)c1)c1ccccc1,1,-8,-1,4,1,13,2,-2,1.1,1.1
OC(CN1C2=NCCCN2c2ccccc21)c1ccc(Cl)cc1 (stereo not given),0.8,-10,-20,27,1.1,/,15,-9,2.7,1.1
Cc1[nH]nc2c1C1(CCN(C(=O)c3ccccc3)CC1)C(C#N)=C(N)O2,0.9,-6,-12,-2,1,-4,9,-4,2.5,1.1
Clc1ccc2c(c1)-c1nnc(Br)n1-c1ccccc1S2,0.9,-4,-7,13,1,11,7,-3,-0.5,1
Cc1ccc(Cl)cc1N1CCN(S(=O)(=O)c2c(C)[nH]c(=O)[nH]c2=O)CC1,0.9,-7,-11,-4,1,/,10,-3,2.8,1.1
Cc1cccc(N2CCN(C(=O)Cc3ccc(Br)cc3)CC2)c1C,0.8,-6,-6,-1,1,-44,17,1,5.1,1.1
CCCOc1cccc(NC(=O)c2c(-c3ccccc3)noc2C)c1,1,-4,-13,3,1.1,17,0,-9,4.5,1
CC1CC(C(F)F)n2nc(C(=O)O)cc2N1 (stereo not given),0.9,-5,-10,-4,1,14,15,-3,0.1,1
CCCCCCCC1CC(CSC(=N)N)OC1=O (stereo not given),0.2,-5,28,100*,1,-17,/,4,1.4,1.1
Cn1c(=O)c2[nH]c(-c3ccccc3)c(O)c2n(C)c1=O,1.1,-6,2,-8,1,-15,-10,2,2.8,1.1
CSc1nc(-c2ccccc2)nc(C(Cl)Cl)n1,1,-8,-1,-4,1,49*,-5,-4,-0.1,1.1
COc1ccc(NC(=O)C(=O)NNC(=O)C(C)Oc2ccc(Cl)cc2Cl)cc1 (stereo not given),1.2,1,-137,2,1,9,-24,-3,4.0,1
COc1ccc(-c2nnc3ccc(SCC(=O)N4CCCCC4)nn23)cc1OC,0.9,-6,-10,13,1.1,-5,10,-7,0.5,1.1
N/C(=N\OC(=O)Cc1ccc(Cl)cc1)c1ccncc1,0.9,-1,-5,-3,1,3,9,-3,0.3,1
O=C(CNS(=O)(=O)c1ccccc1)N/N=C/c1ccc(O)cc1,1,0,-4,-6,1,-26,-5,-1,0.4,1
O=C(Cn1nnc2ccccc21)NCc1ccccc1,0.9,0,-8,-1,1,-59,7,-2,1.1,1
Cn1c(CNC(=O)c2ccccc2F)nnc1SCc1nc2ccccc2c(=O)[nH]1,1.3,-4,-4,-6,1,-10,-30,-4,0.7,1

Assay outcomes: PubChem, several laboratories
